Screening results (PubChem)
Lipid storage S3: qHTS Assay for Lipid Storage Modulators in Drosophila S3 Cells. Potency in µM for hits, for the others lipid storage change, negative = inhibition, % at the top dose, mostly 46.1 µM. Drosophila S3 cells, BODIPY lipid droplet fluorescence, 18-24 h; cells fed with added oleic acid. AID 2685. actives 0.64% (n = 320,000); active = well fitted inhibition curve with a large enough effect in the signal ratio, with a control signal flat, not every such curve was filed as active; inconclusive = small, poorly fitted or top-dose-only effect, or effect the other way, or a change in a side signal; the % refers to the signal ratio
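Drosophila S3 cells loaded with oleic acid (400 uM, as added) and compounds at several concentrations; lipid droplets imaged by 488-nm laser-scanning cytometry, 500–530 nm intensity and object ratio to cell channel. Percent activity normalized to 20 uM Triacsin C.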
Lipid storage S3 cell count max: recorded beside Lipid storage S3, whose call it bears; cell number change, %; measured here: cell count max response;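 cells counted by Cell Tracker Red CMTPX staining in the red channel; peak over a dose series mostly up to 46.1 µM; percent activity relative to internal control wells on each plate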
An asterisk follows results filed as active; i = inactive; ? = inconclusive; . = no result given. % is set by controls: 0 for no effect and ±100 for the full control effect; potency is the fitted concentration of half-maximal effect. Only part of the results is shown, so the mix of outcomes need not match the whole.

SMILES	Lipid storage S3	Lipid storage S3 cell count max
COc1ccc(/C=C(\C#N)C(=O)N2CCOCC2)cc1Br	?	.
COc1cc(CN2CCCCCC2)c([N+](=O)[O-])cc1OC	i	.
CN(C)S(=O)(=O)c1cccc(NC(=O)CCCc2nc3ccccc3c(=O)[nH]2)c1	?	.
COCCn1c(SCc2ccc(F)cc2)nc2c1c(=O)[nH]c(=O)n2C	29%	-7
Cc1cc(C)c2c3c(sc2n1)C(=O)N(C)CC(=O)N3	?	.
O=C(Nc1ccc(S(=O)(=O)N2CCCC2)cc1)c1cccs1	0%	8
Cc1ccccc1SCCNC(=O)c1ccccc1Br	11%	-1
COc1cc(NC(=O)C2CCCN(c3ncnc4c3nc3n4CCCCC3)C2)cc(OC)c1OC (stereo not drawn)	i	15
COc1ccc(-c2ncnc(C(F)(F)F)c2-c2csc(C)n2)c(O)c1	1%	9
CC1=NN(c2ccccc2)C(=O)/C1=C\C=C1/N(C)c2ccccc2C1(C)C	?	.
Cn1ncc(C#N)c1NC(=O)C1CC(c2ccccc2Cl)=NO1 (stereo not drawn)	9%	4
COc1ccc(OC)c(-n2nnnc2SCC(=O)NCc2ccc3c(c2)OCO3)c1	?	.
O=C1Cc2ccccc2C(=O)N1Cc1ccccc1	i	.
CN1CCN(c2ccc(CNS(=O)(=O)c3ccccc3)cc2)CC1	9%	7
COc1ccc(Cl)cc1NC(=O)C(C)Sc1nnc(C2CC2)n1C1CC1 (stereo not drawn)	?	.

Next part; it opens with the 4 that closed the last part.
SMILES	Lipid storage S3	Lipid storage S3 cell count max
COc1ccc(OC)c(-n2nnnc2SCC(=O)NCc2ccc3c(c2)OCO3)c1	?	.
O=C1Cc2ccccc2C(=O)N1Cc1ccccc1	i	.
CN1CCN(c2ccc(CNS(=O)(=O)c3ccccc3)cc2)CC1	9%	7
COc1ccc(Cl)cc1NC(=O)C(C)Sc1nnc(C2CC2)n1C1CC1 (stereo not drawn)	?	.
Nc1ccc(Br)cc1Br	-5%	-9
Cc1ccc(C2=CSC3=NS(=O)(=O)CCN23)cc1C	-1%	-13
CN(C)C(CNS(=O)(=O)c1ccc(Br)cc1)c1cccnc1 (stereo not drawn)	0%	-1
O=C(OCC(=O)N1CCN(C(=O)c2ccco2)CC1)c1cc(=O)c2ccccc2o1	-17%	-11
CC(C)(C)C(=O)NC(=S)NCc1ccccc1	0%	-3
COc1ccc2nc(C)cc(Nc3ccc(N4CCN(C)CC4)cc3)c2c1	?	.
CCCCc1nnc(NC(=O)C(C)Sc2nc(C)cc(=O)[nH]2)s1 (stereo not drawn)	-6%	-18
C#CC[N+](C)(C)CCCCCCCCCC	1%	-3
O=C(C[n+]1ccc2ccccc2c1)c1ccccc1	4%	24
CCN(CC)S(=O)(=O)c1ccc(C(=O)Nc2ccc(Cc3ccncc3)cc2)cc1	?	.
COc1cc2c(cc1NC(=O)c1cccc(Br)c1)CCCC2	?	.
CCN(CC)CCCNC(=O)C1c2cc(OC)c(OC)cc2C(=O)N(C)C1c1cccnc1 (stereo not drawn)	2%	5
CN(C)c1ccc(-c2cc([C@H]3[C@@H]4C=CCC[C@@]4(C)C(=O)N3Cc3ccccc3)ccc2F)cc1	?	.
Cc1ccc(Sc2c(C)nn(C(=O)C3CC3)c2C)cc1	-9%	-2
COc1cc(C(=O)Nc2ccc([N+](=O)[O-])cn2)cc(OC)c1OC	?	.

Part of the list above in order of formula weight, smallest number first:
SMILES	Lipid storage S3	Lipid storage S3 cell count max
CC(C)(C)C(=O)NC(=S)NCc1ccccc1	0%	-3
Cc1ccc(Sc2c(C)nn(C(=O)C3CC3)c2C)cc1	-9%	-2
COc1cc(C(=O)Nc2ccc([N+](=O)[O-])cn2)cc(OC)c1OC	?	.
CCCCc1nnc(NC(=O)C(C)Sc2nc(C)cc(=O)[nH]2)s1 (stereo not drawn)	-6%	-18
CCN(CC)S(=O)(=O)c1ccc(C(=O)Nc2ccc(Cc3ccncc3)cc2)cc1	?	.
CN(C)c1ccc(-c2cc([C@H]3[C@@H]4C=CCC[C@@]4(C)C(=O)N3Cc3ccccc3)ccc2F)cc1	?	.

Other compounds follow.
SMILES	Lipid storage S3	Lipid storage S3 cell count max
Cc1cc(C)nc(SCC(=O)Nc2ncc3c(n2)CC(C)(C)CC3=O)n1	18%	-13
Cc1cccc(N2C(=O)/C(=C/c3ccccn3)SC2=S)c1	-10%	0
CNC(=S)N1CCc2cc(OC)c(OC)cc2C1COc1ccc(F)cc1 (stereo not drawn)	?	.
COc1cc(-c2nn3c(-c4ccccn4)nnc3s2)cc(OC)c1OC	?	.
CCCCCc1nc2c(c(=O)c3ccccc3n2C)c(=O)n1Cc1ccc(OC)cc1	?	.
Cc1ccc(N(CC2CO2)S(=O)(=O)c2ccc([N+](=O)[O-])cc2)cc1 (stereo not drawn)	i	17
O=C1C=C(O)c2cccc3cccc1c23	i	9
O=c1c2cc3c(cc2[nH]c(=S)n1C1CCN(Cc2ccccc2)CC1)OCO3	-1%	-8
CCC1(C(=O)c2ccccc2)C(c2cccc([N+](=O)[O-])c2)C1(C(=O)OC)C(=O)OC (stereo not drawn)	24%	.
COc1cccc(CCC(=O)N2CCC(n3nccc3NC(=O)C3CCOC3)CC2)c1 (stereo not drawn)	i	-21
c1cncc(-c2nc3ccccc3o2)c1	-29%	-18
COc1cc(C(=O)N2CCN(c3ccccc3OC)CC2)c([N+](=O)[O-])cc1OC	?	.
Cc1nn(C)c(C)c1CN(C)C(=O)C1c2ccccc2Oc2ccccc21	8%	-11
Oc1ccc2oc3c(c2c1/C=N/n1cnnc1)CCCC3	7%	-13
N#CCC(=O)Nc1ccc(C(=O)Nc2cccnc2)cc1	10%	1
NS(=O)(=O)c1cccc(NC(=O)CSc2nc3ccccc3c(=O)n2CC2CCCO2)c1 (stereo not drawn)	?	.
Cc1cc(F)ccc1S(=O)(=O)Nc1ccc(O)c(Sc2ncn[nH]2)c1	?	.
O=C(c1ccccn1)N(Cc1ccco1)C1(C(=O)NC2CCCC2)CCCCC1	i	.
Cc1c(CCOC(=O)CC23CC4CC(CC(C4)C2)C3)sc[n+]1Cc1ccccc1	-14%	-17
CCCCN(C(=O)c1ccc2c(c1)OCO2)c1c(N)n(CCCC)c(=O)[nH]c1=O	?	.
CCN(CC)S(=O)(=O)c1ccc(N(C)Cc2cccc(OC)c2OC)nc1	?	.
COc1ccc(-c2cncnc2-c2ccc(OC)cc2O)cc1	17%	12
CC(C)CC1NC(=O)N(CC(=O)NC2CCCc3ccccc32)C1=O (stereo not drawn)	?	.
Cc1ccc(CSc2nc3c(c(=O)[nH]c(=O)n3C)n2CCC(C)C)cc1	2%	0
CCN(c1ccccc1)S(=O)(=O)c1cc(C(=O)OC2CCOC2=O)ccc1C (stereo not drawn)	?	.
COC(=O)CCC(=O)NNC(=O)c1ccc(Cl)cc1Cl	5%	5
Nc1cc(=O)[nH]c(SCC(=O)Nc2ccc(Oc3ccccc3)cc2)n1	?	.
Cc1cccc(OCCNc2nc3c(c(=O)n(C)c(=O)n3C)n2C)c1	3%	-15
COc1ccc(-n2nc3c(c2NC(=O)c2c(F)cccc2Cl)CS(=O)C3)cc1 (stereo not drawn)	0%	0
Cc1ccc(-c2ccc(C(=O)O)c(C)n2)cc1	-1%	17
CCN(CC)C(=O)CSc1nnc(-c2c[nH]c3ccccc23)o1	?	.
CCOC(=O)Cc1csc(SCC(=O)Nc2cccc(Cl)c2)n1	-4%	14
Cc1ccc(C(=O)NCCc2nnc3ccc(SCC(=O)NCc4ccc(F)cc4)nn23)cc1	?	.
Cc1cc(C)cc(N(C(=O)Cc2cccs2)C(C(=O)NC2CCCC2)c2ccc(C)o2)c1 (stereo not drawn)	?	.
CC(NC(=O)COC(=O)c1cc(Cl)nc(Cl)c1)c1ccccc1 (stereo not drawn)	?	.
CN(C)S(=O)(=O)c1cccc(NC(=O)c2cc([N+](=O)[O-])ccc2N2CCCCC2)c1	?	.
CCOC(=O)C1=C(COC(=O)CSc2ccc(C)cc2)NC(=O)NC1C (stereo not drawn)	?	.
CC(Sc1nc2ccccc2n1C)C(=O)NC(c1ccccc1)c1ccccc1 (stereo not drawn)	?	.
COc1ccc(N(CC(=O)NCc2ccc(Cl)cc2)S(=O)(=O)c2ccccc2[N+](=O)[O-])c(OC)c1	?	.
COc1cccc(OCCCN2CCCCCC2)c1	?	.
CCCn1c(N)c(C(=O)CSc2nnc3ccccn23)c(=O)n(C)c1=O	?	.
COc1cc(CN2CCCC(CCC(=O)NCc3ccc(C)o3)C2)cc2c1OCO2 (stereo not drawn)	?	.
Cc1ccc(C2CC(=O)C(C=NCCN3CCN(C(=S)Nc4ccccc4)CC3)=C(O)C2)cc1 (stereo not drawn)	5%	-15
C=CCn1c(=O)c2c(nc3n2CCCN3CCc2ccc(OC)c(OC)c2)n(C)c1=O	?	.
Nc1nc2ccc(C(=O)Nc3ccccc3)cc2s1	12%	-11

Record cards, as listed above. Order of screens: Lipid storage S3 | Lipid storage S3 cell count max
Nc1nc2ccc(C(=O)Nc3ccccc3)cc2s1 is listed with 12% | -11
C=CCn1c(=O)c2c(nc3n2CCCN3CCc2ccc(OC)c(OC)c2)n(C)c1=O is listed with ? | .
Cc1cc(C)cc(N(C(=O)Cc2cccs2)C(C(=O)NC2CCCC2)c2ccc(C)o2)c1 (stereo not drawn) is listed with ? | .
Cc1ccc(C2CC(=O)C(C=NCCN3CCN(C(=S)Nc4ccccc4)CC3)=C(O)C2)cc1 (stereo not drawn) is listed with 5% | -15

The results go on:
SMILES	Lipid storage S3	Lipid storage S3 cell count max
COC(=O)c1cc2c(cc1NC(=O)CSCCc1ccccn1)OCO2	?	.
CCc1nnc(NC(=O)CSc2nnc(-c3ccoc3C)n2-c2cccc(C)c2)s1	?	.
CCc1ccc(N2CC(C(=O)N3CCN(c4ccccn4)CC3)CC2=O)cc1 (stereo not drawn)	?	.
COC1CCCCC1NS(=O)(=O)c1ccc(Cl)cc1 (stereo not drawn)	?	.
COc1ccc(C=O)cc1COc1ccccc1F	10%	12
O=Cc1c[nH]c2ccc(S(=O)(=O)N3CCOCC3)cc12	?	.
CCOc1ccccc1NC(=O)c1ccc(S(=O)(=O)N2CCOCC2)cc1	?	.
CCCCn1c(N)c(N(CCC(C)C)C(=O)CC2CCCCC2)c(=O)[nH]c1=O	?	.
COc1cccc(CN2CCNC(=O)C2CC(=O)N(C)C2CCOCC2)c1 (stereo not drawn)	-6%	-13
O=S(=O)(c1ccc(Cl)s1)N1CCN(C/C=C/c2ccccc2)CC1	?	.
COc1cccc2[nH]c(C(=O)NCCc3ccccc3)cc12	?	.
CCOCc1c(C(=O)N2CCN(CC(=O)Nc3ccc(F)cc3)CC2)oc2ccccc12	?	.
COC(=O)C(C)Sc1ccc2nnc(CCNS(=O)(=O)c3ccc(C)cc3)n2n1 (stereo not drawn)	?	.
COc1ccc(-c2nnc(NC(=O)CSc3ccc(Cl)cc3)s2)cc1OC	?	.
O=C(Nc1ccc(F)cc1F)c1ccc2c(c1)OCCO2	i	.

Part of the list above, with values under each structure:
Results follow in this order: Lipid storage S3 | Lipid storage S3 cell count max
- CCCCn1c(N)c(N(CCC(C)C)C(=O)CC2CCCCC2)c(=O)[nH]c1=O
    ? | .
- O=Cc1c[nH]c2ccc(S(=O)(=O)N3CCOCC3)cc12
    ? | .
- CCOCc1c(C(=O)N2CCN(CC(=O)Nc3ccc(F)cc3)CC2)oc2ccccc12
    ? | .

The listing continues.
SMILES	Lipid storage S3	Lipid storage S3 cell count max
Cc1cccc(-c2nc(CN3CCN(Cc4cccc(F)c4)CC3)c(C)o2)c1	?	.
Nc1nc(SCC(=O)Nc2ccccc2Sc2ccc(Cl)cc2)n[nH]1	6%	-11
Cc1ccc(C(=O)OCC(=O)NCc2ccco2)s1	?	.
CC(C)Oc1ccc(CN2CCCC(CO)(Cc3ccccc3)C2)cc1CO (stereo not drawn)	?	.
COC(=O)C1=C2SC(C)C(=O)N2C(N)=C(C#N)C1c1cc(OC)c(OC)c(OC)c1 (stereo not drawn)	23%	14
Cc1ccc(S(=O)(=O)NC(=O)Nc2c(C)cccc2C)cc1	?	.
Cc1nc2c(-c3ccc(F)cc3)c(C)nn2c(C)c1CCC(=O)N1CCN(c2ccccc2)CC1	?	.
C/C=N/NC(=O)CCCC(=O)N/N=C/C	-3%	5
O=C(NCc1cccnc1)/C(=C/c1ccc(-c2cccc(Cl)c2)o1)S(=O)(=O)c1ccccc1	?	.
COCC1CCN(C(=O)CCc2nnc(CCCCc3ccccc3)o2)CC1	-12%	-10
N#Cc1cc([N+](=O)[O-])ccc1NC(=O)COC(=O)CC1CCCC1	7%	.
CC(=O)c1sc(NC(C)c2ccccc2)nc1C (stereo not drawn)	18%	-12
Nc1ccccc1Nc1c(F)c(F)nc(F)c1Cl	?	.
Cc1c(N=Nc2c(-c3ccc([N+](=O)[O-])cc3)[nH]n(C(N)=S)c2=O)cccc1[N+](=O)[O-]	?	.
Cc1cc(C)c2nc(C(F)(F)F)nc(N3CCN(C(=O)c4ccco4)CC3)c2c1	?	.
COc1ccc(CCNC(=O)c2nnn(-c3ccccc3OC)c2N)cc1OC	27%	10
Cc1ccccc1Cn1cc(NC(=O)c2cc(C3CC3)on2)cn1	-10%	-11
O=C(Nc1cccc(O)c1)c1ccc(Br)c(S(=O)(=O)N2CCCCC2)c1	?	.
COc1ccc(-c2nnc(SCC(=O)Nc3cccnc3Cl)n2C)cc1	?	.
CC(C)Oc1ccc(/C(O)=C2/C(=O)C(=O)N(CCN3CCNCC3)C2c2ccc(C(C)C)cc2)cc1 (stereo not drawn)	-4%	-11
Cc1ccc(S(=O)(=O)N2CCC(=O)N(C(COCc3cccc(C)c3)Cc3ccccc3)CC2)cc1 (stereo not drawn)	-13%	-7
Cc1ccc(NC(=O)CN2C(=O)C(=O)N(C3CCCC3)C2=O)c(Cl)c1	?	.
